aDG glyco act: activators of alpha-DG glycosylation, primary screen, uHTS, Pro5-aDG cells, AlphaScreen; alpha-DG glycosylation AlphaScreen (IIH6); 0% Pro5, 100% B10-LARGE cell signal; activation, % at 10 µM; 360,000 tested, 0.22% active; AID 624168, 2012;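 active means activation of at least 8% versus controls, or a plate z-score of at least 8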;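 further: Pro5 are CHO cells carrying HIG-tagged alpha-DG that lacks glycosylation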
Exocytosis inh: LAMP-1 surface exposure blockers, TALL-104 cells – cell-based, flow cytometry, MLPCN library, primary screen | inhibition, % at 10 µM | AID 651702, 2012 | 360,000 tested, 0.66% active | TALL-104 LAMP-1 surface exposure; cells stimulated with thapsigargin and PMA;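 active means inhibition above about 55%, limit read from the data; inconclusive means no clear call, values can overlap the other calls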
ABCB6 inh 2: ABCB6 transporter inhibitors, primary screen, K562-ABCB6 cells, flow cytometry, MLPCN library | ATP-binding cassette sub-family B member 6 (Homo sapiens), Q9NP58 | K562-ABCB6 porphyrin accumulation, 1 h; hits give low values | fluorescence ratio to DMSO, % at 10 µM | 360,000 tested, 0.19% active;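 active means fluorescence ratio to DMSO below 75%, the collection mean minus 3 SD; inconclusive means too few cells collected in the well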;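 further: signal is porphyrin accumulated inside mitochondria; 100% equals median channel fluorescence of DMSO control wells; lower ratio means ABCB6 inhibition with less porphyrin fluorescence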
H9c2 protect: cardioprotection against H2O2-induced cell death, primary screen, uHTS, H9c2 cells, ATPLite luminescence; protection from H2O2 cell death, % at 20 µM; 360,000 tested, 0.63% active; H9c2 cardiomyocytes, H2O2 injury protection, 2 h;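 active means compounds giving at least 50% protection of heart cells from peroxide-induced death in the single-dose screen, raw or plate-pattern-corrected value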;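 further: 0% = DMSO wells with peroxide and 100% = DMSO wells without peroxide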
hiPSC survival: enhancers of single-cell hiPSC survival, primary screen, ATPlite luminescence; 100% = ROCK inhibitor wells, 0% = DMSO; survival enhancement, % at 20 µM; 360,000 tested, 0.044% active; in the data active means survival enhancement above about 18%;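 further: cells exposed to compounds for 16 hours before the ATP read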
N-glyco inh: increase of ERlucT glycosylation luciferase signal, primary screen, N-linked glycosylation inhibitor project, D54 ERlucT cells, luminescence, set 2 | D54 ERlucT glycosylation luciferase reporter, 24 h; percent of 100 nM tunicamycin response | reporter increase, % at 12.5 µM | 360,000 tested, 0.23% active | AID 588692, 2011;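 active means mean luciferase reporter signal, scaled so untreated is 0 and the glycosylation-blocking control 100, at or above a set limit in every replicate; inconclusive means mean reaches the limit but not every replicate does; inactive means mean below the limit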;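 further: luciferase carries N-glycosylation sites so blocking glycosylation raises the light; 0% = median of neutral control wells and 100% = median of 100 nM tunicamycin wells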
PDI inh: inhibitors of human PDI, primary screen, biochemical, turbidity, single point, plate reader | Protein disulfide-isomerase (Homo sapiens), P07237 | PDI insulin aggregation turbidity, A650, 90 min | inhibition, % at 10 µM | 350,000 tested, 0.052% active | AID 588391, 2011;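 active means mean inhibition across replicates of 30% or more, whatever share of single replicates reach that level; inconclusive means mean inhibition below 30% while every single replicate reaches 30%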;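 further: absorbance from insulin aggregation driven by PDI reduction with DTT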
Target sequence (P07237 whole entry, looked up): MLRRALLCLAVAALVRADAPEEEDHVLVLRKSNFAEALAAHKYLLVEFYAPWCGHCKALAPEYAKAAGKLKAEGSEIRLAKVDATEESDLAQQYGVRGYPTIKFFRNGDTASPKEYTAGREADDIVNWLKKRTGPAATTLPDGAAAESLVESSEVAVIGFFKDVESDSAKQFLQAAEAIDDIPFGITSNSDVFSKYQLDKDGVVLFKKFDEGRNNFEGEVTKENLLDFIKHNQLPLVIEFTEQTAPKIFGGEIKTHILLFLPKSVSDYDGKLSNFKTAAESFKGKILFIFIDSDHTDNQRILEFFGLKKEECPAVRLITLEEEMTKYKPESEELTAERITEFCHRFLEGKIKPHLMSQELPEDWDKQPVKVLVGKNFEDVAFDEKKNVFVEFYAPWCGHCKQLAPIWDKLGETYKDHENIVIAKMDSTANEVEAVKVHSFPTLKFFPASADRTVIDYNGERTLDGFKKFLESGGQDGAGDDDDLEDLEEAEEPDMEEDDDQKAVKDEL
HTR2A ag: mouse Htr2a agonists via beta-arrestin recruitment, primary screen, cell-based, luminescence. 5-hydroxytryptamine receptor 2A (Mus musculus), P35363. CHO-K1 mHTR2A beta-arrestin complementation; percent of 30 µM serotonin response. 360,000 tested, 0.66% active. activation, % at 7.6 µM;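 active means activation above a run cutoff, the mean activation of all tested compounds plus 3 SD, cut at about 14% in these data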;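 further: 0% = plate median of compound wells and 100% = 30 µM serotonin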
Target sequence (P35363 whole entry, looked up): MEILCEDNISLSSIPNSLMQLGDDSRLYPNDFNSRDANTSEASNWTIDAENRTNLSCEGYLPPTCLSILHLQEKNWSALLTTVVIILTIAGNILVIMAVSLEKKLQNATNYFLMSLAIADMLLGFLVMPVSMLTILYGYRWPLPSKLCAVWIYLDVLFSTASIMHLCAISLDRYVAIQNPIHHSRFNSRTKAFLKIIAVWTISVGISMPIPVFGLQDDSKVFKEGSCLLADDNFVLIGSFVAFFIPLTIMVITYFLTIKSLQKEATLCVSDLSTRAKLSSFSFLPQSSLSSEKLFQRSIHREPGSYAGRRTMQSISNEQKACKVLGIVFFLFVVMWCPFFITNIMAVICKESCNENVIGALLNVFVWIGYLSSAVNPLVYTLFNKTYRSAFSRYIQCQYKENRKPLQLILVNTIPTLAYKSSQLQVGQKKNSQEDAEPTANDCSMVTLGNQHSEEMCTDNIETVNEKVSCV
CaV13 FRET inh: Disruptors of the CACNA1D IQ motif to Ca2+-dependent inactivation inhibitor domain association, primary screening, Förster resonance energy transfer in intact living …; HEK cells, CFP/YFP FRET ICDI-IQ, plate reader, 10 min; percent FRET-ratio fall versus neutral wells; inhibition, % at 12.3 µM; 340,000 tested, 0.098% active; AID 743397;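 active means mean replicate inhibition of at least 30% and at least 1% of replicates passing that level; inconclusive means only one of the two criteria is met; inactive means neither criterion is met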;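 further: 0% = median of the neutral control wells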
Vif inh: HIV Vif self-association inhibitors, primary screen, imaging, HEK293T, single point. HEK293T cells, Vif self-association by quenched fluorescence, 24 h. inhibition, % at 7.49 µM. 340,000 tested, 0.35% active. AID 602346, 2012; in the data active means inhibition above about 50%, passing the limit was not always enough; inconclusive means no clear call, values can overlap the other calls; inactive means below about 31%; further: some results filed as inactive read as strong as hits
Numbers without * were called inactive; ? = inconclusive; . = not tested or not shown. Random draw from the library. Share with any hit: about 3.1%.

#1 COc1ccc(-c2coc3c(C)c4oc(=O)c(CC(=O)O)c(C)c4cc23)cc1
#2 CC(C)(C)NC(=O)C(=O)NNC(=O)c1cccc(Br)c1
#3 Cc1cc(NC(=O)c2ccc([N+](=O)[O-])cc2)n(CCC#N)n1
#4 CC1CCN(c2nc(N(C)c3ccccc3)nc(N)c2[N+](=O)[O-])CC1
#5 CCOC(=O)N1CCN(C(=O)CCc2c(C)nc3nc(C)nn3c2C)CC1
#6 COc1ccc(/C=C/C(=O)NC(=S)N2CCOCC2)cc1
#7 Cc1ccc(C2CC(c3ccccc3)=NN2c2ccccc2)o1 (centres undefined)
#8 COc1cccc(C(CNC(=O)C2CCN(C(=O)Nc3ccccc3)CC2)N(C)C)c1 (centres undefined)
#9 CN1C2C(Br)CCCCN2c2ccc(F)cc2S1(=O)=O (centres undefined)
#10 Cn1c(=O)cc(N)n(Cc2ccccc2)c1=O
assay / entry	1	2	3	4	5	6	7	8	9	10
aDG glyco act	-0.3	-0.4	-0.1	-0.2	-0.2	0.1	0.1	-0.2	0.0	-0.2
Exocytosis inh	13	0	18	-2	-1	-13	4	20	-1	-3
ABCB6 inh 2	102	93	94	92	95	100	105	96	99	99
H9c2 protect	-3	-4	-4	-7	6	-7	-7	16	-2	-4
hiPSC survival	0.4	1.7	-0.2	-0.5	1.4	-0.4	0.9	-0.2	-0.4	-1.0
N-glyco inh	4	0	2	-2	1	0	1	-1	1	4
PDI inh	-12	1	-13	5	12	7	4	2	8	-1
HTR2A ag	-7	-1	-3	-3	3	-6	-7	8	2	-3
CaV13 FRET inh	.	5	-3	-13	-8	-2	-6	-3	-3	-5
Vif inh	-7	8	-3	3	-2	12	-2	3	18	8

Shown with values under each structure: 4 of the compounds above.
Under each structure – aDG glyco act, Exocytosis inh, ABCB6 inh 2, H9c2 protect, hiPSC survival, N-glyco inh, PDI inh, HTR2A ag, CaV13 FRET inh, Vif inh
4: CC1CCN(c2nc(N(C)c3ccccc3)nc(N)c2[N+](=O)[O-])CC1
  -0.2, -2, 92, -7, -0.5, -2, 5, -3, -13, 3
5: CCOC(=O)N1CCN(C(=O)CCc2c(C)nc3nc(C)nn3c2C)CC1
  -0.2, -1, 95, 6, 1.4, 1, 12, 3, -8, -2
6: COc1ccc(/C=C/C(=O)NC(=S)N2CCOCC2)cc1
  0.1, -13, 100, -7, -0.4, 0, 7, -6, -2, 12
7: Cc1ccc(C2CC(c3ccccc3)=NN2c2ccccc2)o1 (centres undefined)
  0.1, 4, 105, -7, 0.9, 1, 4, -7, -6, -2

(continued)
#11 NC(=O)c1ccccc1NC(=O)CCCCCn1nnc2ccccc2c1=O
#12 CCc1ccc2c(COC(=O)C3CSC4(C)CCC(=O)N34)cc(=O)oc2c1 (centres undefined)
#13 CCOc1ccc(C2/C(=C(\O)c3ccc4c(c3)OCCO4)C(=O)C(=O)N2CCCn2ccnc2)cc1OC (centres undefined)
#14 O=C(O)COc1ccccc1/C=N/NC(=O)CSc1nnc(-c2ccc(Cl)cc2)n1C1CCCCC1
#15 Cc1ccc(C2=N/C(=C\N3CCCCC3)C(=O)O2)cc1
#16 COc1ccc(NS(=O)(=O)c2cccc(C(=O)N/N=C/c3cccs3)c2)cc1
#17 O=C(NCC(F)(F)F)c1ccc2sc([C@@H]3O[C@H](CO)[C@H](O)[C@H](O)[C@H]3O)nc2c1
#18 CCN(CC)CCN1C(=O)C(=O)/C(=C(/O)c2ccc(OC(C)C)cc2)C1c1ccncc1 (centres undefined)
#19 C[C@]1(C(=O)NCCc2c[nH]c3ccccc23)C=C[C@@H](Cc2ccccc2)N1C(=O)c1ccccc1
#20 Cc1ccc(CSCCNC(=O)/C=C/c2ccccc2Cl)cc1
assay / entry	11	12	13	14	15	16	17	18	19	20
aDG glyco act	0.0	0.2	0.1	-0.1	0.0	0.1	-0.4	-0.3	-0.1	-0.1
Exocytosis inh	0	0	0	-4	2	1	7	-1	-1	-2
ABCB6 inh 2	94	94	105	99	97	103	98	104	99	90
H9c2 protect	1	5	2	0	-9	4	4	7	-3	-16
hiPSC survival	1.1	-0.4	-0.1	-0.1	-3.8	-1.8	1.6	-2.9	-1.8	-0.3
N-glyco inh	-1	0	1	0	-10	0	0	2	0	1
PDI inh	-3	-2	-10	-3	-4	-1	8	-2	0	-1
HTR2A ag	5	1	1	-2	2	-1	5	-4	11	0
CaV13 FRET inh	-4	-2	-3	-2	-6	-5	-6	.	-10	-8
Vif inh	0	3	0	12	-3	2	-1	-1	1	9

#21 COc1cc2c3nnc(-c4ccc(F)cc4)c-3cn(Cc3cccc(F)c3)c2cc1OC
#22 O=S(=O)(CCc1nc2ccccc2o1)c1ccc(Cl)cc1
#23 O=C(COC(=O)COc1ccccc1Cl)Nc1ccccc1OC(F)F
#24 CNc1nnc(CSc2nc3ccccc3s2)s1
#25 Cc1cccc(NC(=O)C2CCCN(S(=O)(=O)c3cccc4nsnc34)C2)c1 (centres undefined)
#26 COCCN(C(=O)COC(=O)c1cc2c(s1)CCC2)c1c(N)n(Cc2ccccc2)c(=O)[nH]c1=O
#27 CCOC(=O)C1=C(c2ccc(OC)cc2)OC(N)=C(C#N)C1c1cccnc1 (centres undefined)
#28 COc1ccc(OC)c(C(O)c2ncc(-c3ccc(C(F)(F)F)cc3)[nH]2)c1 (centres undefined)
#29 COC(=O)C1=C(C)N(CCCC(=O)O)C(=O)NC1c1ccc(Cl)cc1 (centres undefined)
#30 CCOc1ccc(N2C(=O)CC(N3CCN(c4ccc(F)cc4)CC3)C2=O)cc1 (centres undefined)
assay / entry	21	22	23	24	25	26	27	28	29	30
aDG glyco act	0.2	-0.1	-0.2	0.1	0.3	0.1	-0.1	0.1	-0.1	-0.2
Exocytosis inh	-2	-1	0	12	0	7	22	0	17	-2
ABCB6 inh 2	121	91	103	93	100	98	95	97	95	94
H9c2 protect	-13	6	-1	-2	-3	-1	7	-8	-2	-2
hiPSC survival	-4.8	-5.7	0.2	0.6	0.1	-0.3	-0.5	1.5	-0.3	0.7
N-glyco inh	-20	-1	-5	-2	-1	3	2	2	0	-1
PDI inh	29	10	-3	-1	-4	5	7	5	10	5
HTR2A ag	8	0	13	0	-2	3	4	-8	2	4
CaV13 FRET inh	.	-1	-4	-5	-11	-6	-21	-6	-12	-4
Vif inh	2	3	1	-21	-10	-6	-6	-2	10	0

#31 O=[N+]([O-])c1cc(/C=N/O)ccc1SCc1ccccc1Cl
#32 COC(=O)Cn1c(=NC(=O)c2cccc(OC)c2)sc2cc(OC)ccc21
#33 Cc1ccc(C)c(S(=O)(=O)N2CCN(C(=O)CCNS(=O)(=O)c3ccc(C)c(C)c3)CC2)c1
#34 Cc1ccccc1C(=O)NNC(=O)CSc1nc2ccccc2c(=O)[nH]1
#35 CCCCOc1ccc(C(O)(CCC)CCN2CCOCC2)cc1 (centres undefined)
#36 COc1ccc(C(=O)c2sc(Nc3cccc(OC)c3)c(C(=O)Nc3cccc(C)c3C)c2N)cc1
#37 Cc1nc2ccccc2c(N)c1C(=O)/C=C/c1ccccc1
#38 N#Cc1ccc(-n2c(-c3ccccc3)nnc2-c2ccccc2)cc1C#N
#39 O=C(COc1ccc(Cl)cc1)Nc1cccc(S(=O)(=O)NCc2ccco2)c1
#40 COc1ccc(Cl)cc1C(=O)NNC(=O)COC(=O)c1cccs1
assay / entry	31	32	33	34	35	36	37	38	39	40
aDG glyco act	-0.2	0.1	0.1	0.1	0.2	0.6	1.2	-0.1	0.7	0.0
Exocytosis inh	2	2	24	-1	4	3	32	12	3	-2
ABCB6 inh 2	92	97	101	93	94	101	96	105	100	102
H9c2 protect	-12	-8	-4	32	-10	2	-19	3	-4	0
hiPSC survival	-4.3	-1.5	-0.4	1.0	-1.1	-2.1	-0.4	-0.8	0.2	-0.4
N-glyco inh	-2	-4	-4	1	-5	-2	?	2	0	1
PDI inh	0	1	-1	1	-11	-2	-9	-5	0	2
HTR2A ag	-5	9	-3	3	-6	6	-6	0	-2	1
CaV13 FRET inh	-4	-3	-6	-3	-5	-6	-4	-8	-2	-4
Vif inh	-11	-1	0	-12	-1	-1	0	.	-6	1

#41 O=C(/C=C/c1ccco1)OCC(=O)N1CCCCC1
#42 CCOC(=O)c1cn(Cc2cccc(Cl)c2)c2cc(C)nn2c1=O
#43 COc1ccc(C(=O)/C=C/Nc2c(C)n(C)n(-c3ccccc3)c2=O)cc1OC
#44 O=C(c1cc2ncccn2n1)N1CCc2c([nH]c3ccccc23)C1c1ccccc1F (centres undefined)
#45 COC(=O)c1c(NC(=O)C2CC2)sc2c1CCN(C(C)=O)C2
#46 O=c1c2ccccc2nc(-c2ccccc2)n1CCCN1CCOCC1
assay / entry	41	42	43	44	45	46
aDG glyco act	-0.2	-0.2	-0.3	-0.4	0.0	-0.2
Exocytosis inh	32	8	1	-2	1	-2
ABCB6 inh 2	94	99	98	99	104	91
H9c2 protect	3	10	15	10	-5	13
hiPSC survival	-1.2	-0.1	1.0	2.4	-0.1	2.1
N-glyco inh	-2	1	-1	0	3	0
PDI inh	-1	6	16	12	6	-1
HTR2A ag	0	4	1	-5	-7	5
CaV13 FRET inh	-9	-15	.	-4	-6	-9
Vif inh	19	21	16	-1	-5	-10

Assay outcomes (PubChem)
